FXIIa inh: human FXIIa protease inhibitors, primary screen, biochemical, 1536-well; Coagulation factor XII (Homo sapiens), P00748; purified FXIIa, Boc-QGR-AMC fluorogenic substrate, 2 h; inhibition, % at 5 µM; 220,000 tested, 0.3% active; AID 800, 2007; in the data active means inhibition above about 40%;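 further: 0% = enzyme with no compound and 100% = blank without enzyme; many of its hits are not listed in these tables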
FXIa inh: human FXIa protease inhibitors, primary screen, biochemical, 1536-well | Coagulation factor XI (Homo sapiens), P03951 | purified FXIa, Boc-Glu-Ala-Arg-AMC fluorogenic substrate | 220,000 tested, 0.14% active | inhibition, % at 5 µM;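 active means inhibition of at least 40%; inactive means inhibition below 40%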;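 further: fluorescence of freed AMC excited at 355 nm; 0% = enzyme without compound and 100% = no enzyme blank; many of its hits are not listed in these tables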
Runt-CBFb FRET: inhibitors of RUNX1 Runt–CBFb binding, primary screen, biochemical, FRET, Cerulean-Runt, Venus-CBFb, uHTS; Runt-related transcription factor 1 (Homo sapiens) + Core-binding factor subunit beta …; Cerulean-Runt/Venus-CBFb FRET ratio 530/480, 1 h; inhibition, % at 20 µM; 220,000 tested, 0.46% active; AID 1496, 2009;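 active means inhibition over about 50% at 20 µM in the single-dose screen, limit read from the data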;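 further: 0% = DMSO wells and 100% = excess unlabeled CBFb competitor control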
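Doses: 20 µM compound in 1% DMSO | Material: Cerulean-labeled Runt domain protein | Amount: Each fluorescent fusion protein 100 nM | Schedule: Two 1 h room-temperature incubations shielded from light | Measured by: FRET fluorescence | Evaluation: Loss of energy transfer signal | Controls: Unlabeled CBFb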
Wee1 degr inh: Wee1 degradation inhibitors, primary screen, cell-based, HeLa, Wee1K328M-luciferase, luminescence; reporter increase, % at 5 µM; Wee1-like protein kinase (Homo sapiens), P30291; 220,000 tested, 1.2% active; HeLa Luc-Wee1K328M stability; 100% = proteasome inhibitor MG132 effect;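 active means activation above the mean of all tested compounds plus 3 SD, set per screening run, cut at about 8.8% in these data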;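 further: cells exposed to compound for 20 h before luminescence read; 0% = DMSO alone and 100% = MG132 at 30 µM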
Target sequence (P30291 whole entry K328M): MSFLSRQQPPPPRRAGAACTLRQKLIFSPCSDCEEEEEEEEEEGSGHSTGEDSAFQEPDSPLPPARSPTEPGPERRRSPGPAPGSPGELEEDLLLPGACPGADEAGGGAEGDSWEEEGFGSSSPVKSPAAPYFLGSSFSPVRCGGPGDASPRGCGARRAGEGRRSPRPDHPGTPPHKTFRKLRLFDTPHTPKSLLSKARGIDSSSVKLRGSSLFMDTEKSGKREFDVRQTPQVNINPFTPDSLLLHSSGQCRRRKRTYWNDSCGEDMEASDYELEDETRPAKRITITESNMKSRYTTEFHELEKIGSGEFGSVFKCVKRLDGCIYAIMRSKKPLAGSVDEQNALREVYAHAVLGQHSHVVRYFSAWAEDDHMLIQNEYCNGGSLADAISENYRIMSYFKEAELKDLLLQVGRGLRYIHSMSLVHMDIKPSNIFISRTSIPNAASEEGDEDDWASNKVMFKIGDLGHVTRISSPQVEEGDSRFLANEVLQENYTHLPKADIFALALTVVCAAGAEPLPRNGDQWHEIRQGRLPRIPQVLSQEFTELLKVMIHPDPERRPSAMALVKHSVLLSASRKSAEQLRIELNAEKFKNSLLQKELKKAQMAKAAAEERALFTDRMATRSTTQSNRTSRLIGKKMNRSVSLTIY
14-3-3 Bad PPI: inhibitors of 14-3-3 zeta/Bad binding, primary screen, biochemical, TR-FRET, bovine 14-3-3 zeta; AID 781, 2007; TR-FRET 14-3-3zeta/Dy647-pBad peptide displacement, 1 h; inhibition, % at 21.7 µM; 220,000 tested, 0.71% active; 14-3-3 protein zeta/delta (Bos taurus), P63103;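 active means inhibition above about 70%, limit read from the data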;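 further: 0% = full 14-3-3 plus peptide FRET controls and 100% = background without 14-3-3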
Runt-SMMHC FRET: inhibitors of RUNX1 Runt–CBFb-SMMHC binding, primary screen, biochemical, FRET, Cerulean-Runt, Venus-CBFb-SMMHC, uHTS. Cerulean-Runt/Venus-CBFb-SMMHC FRET ratio 530/480, 1 h. inhibition, % at 20 µM. 220,000 tested, 0.74% active. AID 1434, 2008;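 active means mean inhibition across duplicate retests at 20 µM reaching about 50%, limit read from the data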;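 further: 0% = DMSO wells and 100% = wells with excess untagged CBFb-SMMHC; inhibitors lower the FRET ratio by blocking Runt binding to CBFb-SMMHC; some results filed as inactive read as strong as hits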
thrombin 1536: human alpha-thrombin inhibitors, primary screen, counter-screen for coagulation protease inhibitor project, biochemical, 1536-well, fluorogenic AMC substrate | inhibition, % at 5 µM | Boc-VPR-AMC fluorogenic substrate cleavage | 220,000 tested, 0.26% active;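 active means inhibition at or above 40%; inactive means inhibition below 40%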;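 further: 0% = enzyme with no compound and 100% = wells without enzyme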
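System – human alpha-thrombin protein · Reagent – Boc-VPR-AMC substrate, 15 µM final · Compound – 5 µM single dose in 0.2% DMSO · Schedule – reaction at room temperature · Technique – AMC fluorescence at 355 nm excitation and 460 nm emission · Read-out basis – % inhibition relative to enzyme controls and enzyme-free blanks · Control set – no-compound enzyme wells and no-enzyme blanks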
hK5 inh: human KLK5 protease inhibitors, primary screen, biochemical, 1536-well. Kallikrein-5 (Homo sapiens), Q9Y337. recombinant hK5, fluorogenic AMC substrate cleavage. inhibition, % at 5 µM. 210,000 tested, 0.59% active. AID 873, 2007;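 active means inhibition of 40% or more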;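 further: 0% = enzyme controls without compound and 100% = no-enzyme blanks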
Target sequence (Q9Y337 67-293 limits assumed): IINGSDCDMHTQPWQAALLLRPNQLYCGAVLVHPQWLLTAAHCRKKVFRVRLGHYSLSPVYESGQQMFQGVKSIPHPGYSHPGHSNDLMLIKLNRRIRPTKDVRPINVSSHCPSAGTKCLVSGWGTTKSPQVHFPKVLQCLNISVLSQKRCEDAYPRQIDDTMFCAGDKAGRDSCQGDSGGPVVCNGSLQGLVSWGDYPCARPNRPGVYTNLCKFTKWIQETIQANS
Hck Nef HTS: inhibitors of Nef-activated human Hck kinase, primary screen, biochemical, Z-Lyte FRET, 384-well, Hck-YEEI | AID 463187, 2010 | Recombinant Hck-YEEI plus Nef, Z-Lyte FRET kinase assay | 220,000 tested, 0.68% active | inhibition, % at 20 µM;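 active means Hck-Nef kinase inhibition above about 50%, limit read from the data; inactive means inhibition below that limit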;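 further: 0% = DMSO with Hck plus Nef and 100% = Hck alone without Nef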
Active calls of the source: *; nt = not tested or not shown; [ ] = remark or other dose.

cpd	structure	FXIIa inh	FXIa inh	Runt-CBFb FRET	Wee1 degr inh	14-3-3 Bad PPI	Runt-SMMHC FRET	thrombin 1536	hK5 inh	Hck Nef HTS
1	COC(=O)Nc1nnc(CCc2ccccc2)s1	-4	-16	0	0	1	-3	-2	-1	0
2	Cc1ccc(C)c(N2CCN(C(=O)CN(C)S(=O)(=O)c3cnc[nH]3)CC2)c1	3	-3	-1	-1	-3[fluorescence artefact?]	-3	-3	-9	2
3	c1ccc2c(Nc3ccc4c(c3)OCCO4)c3c(nc2c1)CCC3	10	-3	1	-1	-7	-2	3	3	-3
4	COc1cc2nc(SCC(=O)c3ccc(Br)cc3)n3nc(C)nc3c2cc1OC	9	20	0	-2	15[fluorescence artefact?]	-1	4	-6	6
5	Cc1c(Cl)c(-c2n[nH]c(=S)n2-c2ccc(F)cc2)nn1C	13	-3	4	-2	-8[fluorescence artefact?]	11	3	-3	0
6	CCOC(=O)c1[nH]c2ccccc2c1NC(=O)CCN1CCN(C(=O)OCC)CC1	-17	-19	-1	-2	nt	1	-4	-16	-12
7	CCN(CC)C1=N/C(=C\c2ccco2)C(=O)N1c1ccccc1	12	5	-5	1	-9	-38	-9	-16	28
8	CCOc1ccc(CCNC(=O)c2nnc(Cc3ccc(F)cc3)o2)cc1OCC	10	8	-2	7	-10	-4	4	-2	-8
9	CCOc1cc(C2C(C(=O)OCC(C)C)=C(C)N=C3SCCC(=O)N32)ccc1OC(C)=O (stereo not given)	6	-2	-4	0	7	-2	-5	-2	1
10	Cc1ccc(N(CC(=O)NC2CCCC2)C(=O)CCCC(=O)Nc2ccccn2)cc1C	13	3	-3	1	-9	2	5	2	-1
11	CCn1c(O)c(N=NC(=S)NCC2CCCO2)c2ccccc21 (stereo not given)	8	-3	-2	-3	-21	-6	-4	-9	-13
12	N#Cc1c(-c2ccccc2)cc(C2CC2)nc1SCC(=O)O	9	5	2	1	21	-3	-4	-11	5
13	ONC(=Nc1ccccc1Cl)c1ccccc1Cl	12	2	0	-3	-2	3	-1	-1	10
14	COC(=O)c1ccc(-c2noc(CN(Cc3ccncc3)CC3CCCO3)n2)cc1 (stereo not given)	13	-1	nt	0	-17	nt	1	4	22
15	COCC1CCN(c2nc3nonc3nc2N2CCSCC2)C1 (stereo not given)	6	-2	0	-2	-14	-1	-8	-2	20
16	COc1ccc(C2CC(c3cccc(Cl)c3)n3nc(N)nc3N2)cc1 (stereo not given)	-4	-12	-1	4	5	-1	-7	24	-4
17	COc1ccc(-n2c(=S)[nH]c3cc(C(=O)NCCCN4CCOCC4)ccc3c2=O)c(OC)c1	8	0	0	-3	2	-1	-3	nt	1
18	COc1ccc(CNCC(O)(c2ccccc2)c2ccc(Cl)cc2)cc1 (stereo not given)	15	8	-1	-3	-11	-2	2	-4	0
19	O=C(N/N=C/C(Br)=C\c1ccccc1)c1cccs1	9	0	1	12*	1	1	-12	1	13
20	O=C(CSc1nnc(COc2cccc3ccccc23)o1)N1c2ccccc2CCc2ccccc21	15	4	-1	2	-3	1	3	25	1
21	Cc1ccc(-n2c(SCC(=O)NCc3ccco3)nc3c(sc4ccccc43)c2=O)cc1	8	14	-1	0	9[fluorescence artefact?]	-1	2	-2	4
22	CCn1c(SCc2nc(-c3ccc(Cl)cc3)no2)nnc1-c1ccco1	31	20	-3	0	7	-1	8	0	0
23	CCCS(=O)(=O)N1CCN(Cc2ccccc2[N+](=O)[O-])CC1	9	0	20	-2	40	10	-4	0	14
24	COc1ccc(S(=O)(=O)N(CC(=O)N2CCOCC2)Cc2ccccc2)cc1C	-12	-1	0	7	2	-3	-11	2	-2
25	Cc1cc2ccccn2c1C(=O)c1ccncc1	11	-1	1	-2	-3	-14	-2	-2	1
26	O=C1OC(Nc2cc(Br)cc3cccnc23)c2ccccc21 (stereo not given)	1	-14	2	4	-2	5	-5	-7	2
27	Cc1ccc(Nc2nc(CSc3nnc(-c4ccncc4)n3C)cs2)cc1	15	8	12	-2	1	3	-4	-2	2
28	CC(=O)Nc1ccc2c(c1)c1ccccc1n2C(C)=O	8	6	-1	-5	12	-3	-7	-10	5
29	O=C(NCc1ccccn1)Nc1ccc2c(c1)OCO2	11	-2	9	-2	9	-2	-1	10	6
30	COc1ccc(/C=N/NC(=O)Cn2cnc3ccccc3c2=O)cc1	11	6	1	-1	4	-2	4	-4	2
31	CCc1cccc(CC)c1NC(=O)COC(=O)c1cccc(S(=O)(=O)N2CCc3ccccc3C2)c1	8	4	-3	0	-4[fluorescence artefact?]	2	0	-14	3
32	COC(=O)c1ccccc1NC(=O)c1sc(=S)n(C)c1N	9	-3	39	-1	68[fluorescence artefact?]	-9	-5	12	1
33	O=C(O)c1cc(-c2ccccc2)n(-c2ccc(Cl)cc2)n1	9	-2	8	2	3	-2	-1	2	-3
34	Cc1ccc(C(=O)OCc2nc(N)nc(Nc3ccccc3C)n2)cc1	-7	-11	-4	2	-9	0	-11	-19	1
35	N#Cc1cccnc1N1CCC(C(N)=O)CC1	4	-2	-1	6	-2	0	-2	-5	-3
36	CN(C(=O)c1cccc(COc2ccc(Cl)cc2Cl)c1)c1ccccc1	12	5	-3	3	-10	0	0	-1	1
37	CCC(=O)c1ccc(/C=C/c2nc3ccccc3n2C)o1	-17	-14	-21	8	-17	89	-8	-43	-2
38	Cn1c(=O)c2c(nc(CN3CCN(C(=O)c4ccco4)CC3)n2CCc2ccccc2)n(C)c1=O	-10	-4	-2	-1	7	3	-16	-3	2
39	COC(=O)CN(c1nc(C)c(Br)c(OC)n1)S(=O)(=O)c1ccc(C)cc1	14	0	-2	2	-2	-1	2	-12	5
40	OC1CCCN(CC(O)COC(c2ccccc2)c2ccccc2)C1 (stereo not given)	14	1	4	4	8	1	8	4	26
41	COc1ccc(NC(=O)c2cc(S(=O)(=O)N3CCS(=O)(=O)CC3)ccc2Cl)cc1	-8	-13	0	0	-20	0	-4	-10	1
42	COC(=O)c1ccc2nc(NC(=O)C(C)(C)C)sc2c1	30	30	-2	-4	1	0	19	16	12
43	COc1ccc2[nH]c(C(=O)Nc3cccc(C)n3)cc2c1	9	-3	-3	1	-1	-1	3	1	6
44	O=C(NNC(=O)c1cc2cc(OC(F)(F)F)ccc2[nH]1)c1cccc(C(F)(F)F)c1	4	2	1	2	-4	-3	-7	-1	8
45	CCc1nnc(SCC(=O)NC2CCCCC2)nc1CC	12	-12	1	1	-4	-4	2	2	0
46	O=C(N/N=C/c1ccc2ncccc2c1)c1ccco1	nt	-1	3	13*	-11	2	-4	-2	2
47	O=C(Nc1ccc(Cl)c(Cl)c1)N1CCSCC1	17	6	0	-2	-9	1	6	-3	7
48	CC(=O)Oc1ccc(C(=O)Nc2cccc(C(=O)NC(C)(C)C)c2)cc1	14	-1	0	-3	-7	2	-4	-3	13
49	Cc1ccccc1N1OC2C(=O)N(c3ccc(F)cc3)C(=O)C2C1c1ccccn1 (stereo not given)	3	-2	-2	2	-1[fluorescence artefact?]	-2	-8	-13	0
50	O=C(COc1ccccc1Cl)NC(=S)N1CCc2ccccc21	12	2	2	3	-11	-4	-1	-4	-1

New compounds follow.
cpd	structure	FXIIa inh	FXIa inh	Runt-CBFb FRET	Wee1 degr inh	14-3-3 Bad PPI	Runt-SMMHC FRET	thrombin 1536	hK5 inh	Hck Nef HTS
51	CC1CC2=C(CC1/C=N/NC(N)=S)C(C)(C)CCC2 (stereo not given)	15	0	2	-1	-14	-2	5	-22	-1
52	O=C(c1ccc(Cl)cc1)[C@@H]1[C@@H]2C(=O)N(c3ccc(Cl)cc3)C(=O)[C@@H]2C2c3ccccc3C=NN21 (stereo not given in full)	8	-2	-9	-1	-12	-8	-5	1	1
53	CC(NC(=O)Cc1ccccc1)c1ccc(F)cc1 (stereo not given)	16	9	0	-1	3[fluorescence artefact?]	-3	-7	0	3
54	CCOC(=O)C1CCN(CC(O)COCc2cccs2)CC1 (stereo not given)	nt	0	-1	1	2	-2	-4	3	-48

Entries listed so far that contain an aryl thioether with sulfur outside any ring (7):
cpd	structure	FXIIa inh	FXIa inh	Runt-CBFb FRET	Wee1 degr inh	14-3-3 Bad PPI	Runt-SMMHC FRET	thrombin 1536	hK5 inh	Hck Nef HTS
4	COc1cc2nc(SCC(=O)c3ccc(Br)cc3)n3nc(C)nc3c2cc1OC	9	20	0	-2	15[fluorescence artefact?]	-1	4	-6	6
12	N#Cc1c(-c2ccccc2)cc(C2CC2)nc1SCC(=O)O	9	5	2	1	21	-3	-4	-11	5
20	O=C(CSc1nnc(COc2cccc3ccccc23)o1)N1c2ccccc2CCc2ccccc21	15	4	-1	2	-3	1	3	25	1
21	Cc1ccc(-n2c(SCC(=O)NCc3ccco3)nc3c(sc4ccccc43)c2=O)cc1	8	14	-1	0	9[fluorescence artefact?]	-1	2	-2	4
22	CCn1c(SCc2nc(-c3ccc(Cl)cc3)no2)nnc1-c1ccco1	31	20	-3	0	7	-1	8	0	0
27	Cc1ccc(Nc2nc(CSc3nnc(-c4ccncc4)n3C)cs2)cc1	15	8	12	-2	1	3	-4	-2	2
45	CCc1nnc(SCC(=O)NC2CCCCC2)nc1CC	12	-12	1	1	-4	-4	2	2	0

Arranged by value in FXIIa inh (largest number first): some entries from above.
item | Molecule | FXIIa inh | FXIa inh | Runt-CBFb FRET | Wee1 degr inh | 14-3-3 Bad PPI | Runt-SMMHC FRET | hK5 inh | Hck Nef HTS
20 | O=C(CSc1nnc(COc2cccc3ccccc23)o1)N1c2ccccc2CCc2ccccc21 | 15 | 4 | -1 | 2 | -3 | 1 | 25 | 1
2 | Cc1ccc(C)c(N2CCN(C(=O)CN(C)S(=O)(=O)c3cnc[nH]3)CC2)c1 | 3 | -3 | -1 | -1 | -3[fluorescence artefact?] | -3 | -9 | 2
16 | COc1ccc(C2CC(c3cccc(Cl)c3)n3nc(N)nc3N2)cc1 (stereo not given) | -4 | -12 | -1 | 4 | 5 | -1 | 24 | -4
